Assay outcomes: PubChem, several laboratories
RmlC RmlD mix – inhibitors of RmlC and RmlD coupled enzymes. RmlC/RmlD coupled enzyme inhibition, 384-well mixture HTS. inhibition, % at 5.5 µM. 110,000 compounds, 0.39% hits. AID 1532; in the data active means inhibition above about 30%, passing the limit was not always enough; inconclusive means no clear call, values can overlap the other calls; further: strong numbers were not always called active
HIV RNase H inh – blocks HIV-1 RNase H cleavage of RNA/DNA duplex. P04585. RT-RNase H RNA/DNA duplex cleavage, fluorescence. inhibition, % at 10 µM. 65,000 compounds, 1.9% hits. AID 565; in the data active means inhibition above about 50%
Active calls of the source: *; ? = inconclusive; / = not tested or not shown; + = active, no number. This is a subset; the hit share may differ from the screen's.

SMILES | RmlC RmlD mix | HIV RNase H inh
O=C(O)C1CC=CCC1C(=O)N1CCN(c2nc(-c3ccccc3)c3ccccc3n2)CC1 (centres undefined) | / | -11
COC(=O)c1scc(C)c1NC(=O)Nc1ccccc1 | 0 | /
COC(=O)c1ccc(S(=O)(=O)N2C3CCC2CC(NC(=O)C2CC2)C3)cc1 (centres undefined) | 4 | /
Cc1cccc(NC(=S)NNC(=O)CC(C)O)c1C (centres undefined) | -1 | /
O=C(NCc1ccco1)c1cc(-c2ccc3c(c2)OCO3)on1 | ? | -28
O=C(NC(=S)Nc1ccc(Cl)cn1)C(c1ccccc1)c1ccccc1 | 6 | /
NS(=O)(=O)c1ccc(NC=C2C(=O)OC3(CCCCC3)OC2=O)cc1 | 10 | -8
Clc1ccc(CNC2CCCC2)cc1 | 3 | /
O=C(C1CCC1)N1CCc2cc(S(=O)(=O)NCC3COc4ccccc4O3)ccc21 (centres undefined) | -5 | -4
Cc1ccc(C(=O)CC2(O)C(=O)N(C)c3ccccc32)o1 (centres undefined) | 18 | -4
Fc1ccc(Nc2nc(Oc3ccccc3F)nc(N3CCCC3)n2)cc1 | 7 | /
CCSc1nn2c(=O)c3ccccc3nc2s1 | -11 | /
CCc1nc2c(sc3nc4c(cc32)COC(C)(C)C4)c(=O)n1Cc1ccccc1 | -149 | /
CCN(c1cccc(C(F)(F)F)c1)S(=O)(=O)c1ccc2c(c1)CCN2C(C)=O | 4 | -36
O=C(O)CCC(=O)N1CCC[C@H]1C(=O)O | -3 | /
Cc1nn(C)cc1/C=N/NC(=S)Nc1ccccc1 | -12 | /
COc1cccc(-n2c(SCC(=O)OC(C)C)nnc2-c2cccnc2)c1 | -16 | -13
COCCN(C(=O)Nc1ccc(OC)cc1OC)C1CCN(C(C)=O)CC1 | -3 | 4
O=C(O)CCN1C(=O)c2ccccc2C1=O | -7 | -4
CC(C)CC(=O)Nc1c2c(nn1-c1ccc(F)cc1)CSC2 | / | -8
Cc1ccc(-c2ccc([C@H]3[C@@H]4C=CCC[C@@]4(C)C(=O)N3Cc3ccccc3)c(F)c2)cc1 | -4 | /
COC(=O)c1cc(OC)c(OC)cc1-n1cnc2cc(OC)c(OC)cc2c1=O | -6 | -2
CCc1ccc(-c2nc(CN3CCC(C(=O)NCCc4ccc(OC)c(OC)c4)CC3)c(C)o2)cc1 | 8 | 1
CCCN1CCC(NC(=O)Nc2ccc(OC)c(OC)c2)CC1 | -12 | 4
Cn1c(Cl)nc2c1c(=O)n(Cc1cccc(Br)c1)c(=O)n2C | -23 | -2

For convenience, four of the compounds above.
SMILES | RmlC RmlD mix | HIV RNase H inh
COC(=O)c1cc(OC)c(OC)cc1-n1cnc2cc(OC)c(OC)cc2c1=O | -6 | -2
CCc1ccc(-c2nc(CN3CCC(C(=O)NCCc4ccc(OC)c(OC)c4)CC3)c(C)o2)cc1 | 8 | 1
CCCN1CCC(NC(=O)Nc2ccc(OC)c(OC)c2)CC1 | -12 | 4
Cn1c(Cl)nc2c1c(=O)n(Cc1cccc(Br)c1)c(=O)n2C | -23 | -2

Other structures.
SMILES | RmlC RmlD mix | HIV RNase H inh
CC(/C=C/C1(O)C(C)CC(O)CC1(C)C)OC1OC(CO)C(O)C(O)C1O (centres undefined) | 7 | /
COc1ccc(NC(=O)CSc2ccccc2)c(OC)c1 | 5 | /
Cc1noc(C)c1S(=O)(=O)N1CCC(C(=O)Nc2ccccn2)CC1 | -10 | -4
CCCCN1C(=O)NC(NC(=O)c2ccco2)(C(F)(F)F)C1=O (centres undefined) | 6 | /
Cc1cccc(-n2cnc(C(=O)NC3CCCCCC3)c2)n1 | 13 | /
CCCCc1c(O)nc(SCCC(=O)O)[nH]c1=O | 4 | /
CC1(C)CC(=O)C(C=NCC2CCN(C(=O)Nc3ccccc3)CC2)=C(O)C1 | / | -7
CCCCCCC1CCC(C(=O)NC(CCSC)C(=O)NC(C(=O)OC)C(C)C)CC1 (centres undefined) | 6 | /
CCOCCCn1c(=S)[nH]c2cc(C(=O)N3CCC(C(N)=O)CC3)ccc2c1=O | 4 | -4
O=C1/C(=C/c2ccncc2)SC(=S)N1C1CCS(=O)(=O)C1 (centres undefined) | 7 | /
CC(=O)C1C(c2ccccc2)c2c(n[nH]c2C)CC1(C)O (centres undefined) | 5 | /
O=C1/C(=C/c2ccc(N3CCOCC3)o2)SC(=Nc2ccccc2)N1CCc1c[nH]c2ccccc12 | 36 | /
CCCCC1=CC2=CC(=O)C(C)(OC(=O)CC)C(=O)C2=CN1CCc1ccccn1 (centres undefined) | 6 | /
Cc1nn(C(C)(C)C)c(OC(=O)C2CCCC2)c1S(=O)(=O)c1ccccc1 | / | -6
CC(C)OC(=O)c1cc(C(=O)c2cc(F)ccc2O)coc1=N | -11 | /
CC(C)Cn1c(N)c(C(=O)COC(=O)C2CCCCC2)c(=O)n(C)c1=O | 5 | 3
CCN(CC)CCCN1C(=O)C(=O)/C(=C(/O)c2ccc3c(c2)CC(C)O3)C1c1ccncc1 (centres undefined) | / | -5
COc1ccc(-c2nnc3n2N=C(c2cccc(Br)c2)CS3)cc1OC | -4 | 12
O=C1CC(SC(=Nc2ccccc2)Nc2ccccc2)C(=O)N1c1cccc(Cl)c1 (centres undefined) | -6 | /
CCOc1ccc(C(=O)N(Cc2ccc(N(C)C)cc2)C2CCS(=O)(=O)C2)cc1 (centres undefined) | / | -4
O=S(=O)(c1ccccc1)c1cnc(-c2cccnc2)nc1-c1ccccc1 | 5 | /
Cc1snc(S(=O)(=O)/C(C#N)=N/Nc2ccc(C(F)(F)F)cc2)c1C#N | 8 | /
CCOc1ccc(OCc2ccc(C(=O)N3CCOCC3)cc2)cc1 | 10 | /
Cc1cc(C)c(S(N)(=O)=O)c(C)c1-n1cnnn1 | 9 | -10
CC1=C(c2ccccc2)[N+](=O)C2(CCCC2)N1[O-] | 3 | -4
Continuation:
SMILES | RmlC RmlD mix | HIV RNase H inh
O=C(NCc1ccc(F)cc1)c1cc2ccccn2n1 | -18 | -10
O=C(Nc1nc(-c2cccs2)cs1)c1ccc(Cl)s1 | 0 | -12
CN(Cc1nc(-c2cccnc2)no1)S(=O)(=O)c1ccc2ccccc2c1 | -7 | -43
CCNc1sc(C(=O)c2cccs2)c(N)c1-c1nc2ccccc2s1 | 8 | -1
O=c1c2ccccc2[nH]c(=S)n1Cc1cccnc1 | -10 | -31
COC(=O)c1cc2n(n1)CCN(Cc1ccccc1F)C2=O | -13 | /
COc1cccc(NC(=O)CCN2CCN(C)CC2)c1 | 2 | -6
Cc1ccc(Sc2c(C)[nH]n(C(C)(C)C)c2=O)cc1 | 2 | -1
CCCCCCN(C(=O)CCCCCN1C(=O)NC(c2ccc(-c3ccccc3)cc2)C(C(=O)OCc2ccccc2)=C1C)C(C(=O)NCCCC)c1ccc(O)cc1 (centres undefined) | 0 | /
O=C(NC(O)C(=O)c1ccccc1)c1cccs1 (centres undefined) | 2 | -6
COC(=O)c1ccccc1NC(=O)c1cnc2sccn2c1=O | 14 | -20
O=C(NCc1ccc2c(c1)OCO2)c1ccc2c(c1)OCCO2 | 1 | /
O=S(=O)(c1ccc2ccccc2c1)N1CCN(S(=O)(=O)N2CCOCC2)CC1 | -3 | -6
Cc1cc(C(=O)CSc2nnc(-c3ccco3)o2)c(C)n1CC1COc2ccccc2O1 (centres undefined) | 6 | 25
CCCC(C(=O)n1nc(C)cc1C)C(NS(=O)(=O)c1ccc(C)cc1)c1ccccc1 (centres undefined) | 8 | /
N#CC1=C(N)SC(N)=C(C#N)C1c1ccnc2ccccc12 | -9 | 65*
Cc1cc(OCC(=O)Nn2cnnc2)ccc1Br | 9 | -10
CC(C)(C)CN1C(N)=NC[C@@H]1c1ccccc1 | -7 | /
O=C(Nc1ccccc1OC(F)F)c1ccc(Br)o1 | -8 | -24
CC(NC(=O)c1cccs1)C(=O)NC1=NCCS1 (centres undefined) | 6 | -6
CCOc1cccc2cc(-c3csc(NC(=O)CCC(=O)N4CCC(C)CC4)n3)c(=O)oc12 | + | /
COCCNC(=O)CN(C(=O)CCC(=O)Nc1nccs1)c1ccccc1OC | -7 | -3
c1ccc(CCNc2nnnn2-c2ccccc2)cc1 | 41 | /
Cc1noc(C)c1CSc1nnc2ccccn12 | 11 | /
CN1c2ccccc2-c2nc3ccccc3n2C1c1ccccn1 (centres undefined) | 28 | -9

Entries listed so far containing two or more sulfur atoms, in the order listed:
SMILES | RmlC RmlD mix | HIV RNase H inh
CCSc1nn2c(=O)c3ccccc3nc2s1 | -11 | /
O=C1/C(=C/c2ccncc2)SC(=S)N1C1CCS(=O)(=O)C1 (centres undefined) | 7 | /
Cc1snc(S(=O)(=O)/C(C#N)=N/Nc2ccc(C(F)(F)F)cc2)c1C#N | 8 | /
O=C(Nc1nc(-c2cccs2)cs1)c1ccc(Cl)s1 | 0 | -12
CCNc1sc(C(=O)c2cccs2)c(N)c1-c1nc2ccccc2s1 | 8 | -1
O=S(=O)(c1ccc2ccccc2c1)N1CCN(S(=O)(=O)N2CCOCC2)CC1 | -3 | -6
CC(NC(=O)c1cccs1)C(=O)NC1=NCCS1 (centres undefined) | 6 | -6

(cont.)
SMILES | RmlC RmlD mix | HIV RNase H inh
NC(N)=N/N=C/c1ccccc1 | -17 | /
Cc1ccc(C(=O)OCC(=O)Nc2ccccc2C(F)(F)F)cc1S(=O)(=O)N1CCOCC1 | -14 | /
CCOC(=O)C1C(=O)N(C(=O)c2ccc(OC)cc2)CC1c1ccccc1 (centres undefined) | 5 | -3
CC(=O)Nc1sc2c(c1C(c1cccs1)N1CCOCC1)CCCC2 (centres undefined) | 6 | -10
CCOc1cc(N2CCOCC2)c(OCC)cc1NC(=O)COc1ncnc2ccccc12 | -12 | /
Nc1c(C(=O)Nc2ccc(Cl)cc2)oc2ccccc12 | -4 | -12
c1csc(-c2ncc3ccccn23)c1 | 2 | -10
CC1CCCN(C2=NC(=O)/C(=C/c3cn(-c4ccccc4)nc3-c3cccc(S(=O)(=O)N(C)C)c3)S2)C1 (centres undefined) | -9 | /
CN(C)S(=O)(=O)c1cccc(C(=O)Nc2ccccc2Cl)c1 | 6 | /
O=C(CSCc1nc2ccccc2[nH]1)N1CCN(c2ccc(F)cc2)CC1 | 4 | -5
Cc1ccc(CNC(=O)c2ccccc2NS(C)(=O)=O)cc1 | 15 | 0
COCc1c(C)cc(C)c(/C=N/O)c1C | -1 | -7
CCOC(=O)c1c(-c2ccc(OC)cc2)csc1NC(=O)CCN1C(=O)c2ccccc2C1=O | -1 | /
CCC(CC)c1nnc(NC(=O)CN2C(=O)C3C4C=CC(C4)C3C2=O)s1 (centres undefined) | 3 | /
CCOC(=O)N1CCN(S(=O)(=O)c2ccc(C)c(C)c2)CC1 | 0 | -10
O=C(c1cc2ccccc2oc1=O)N1CCN(c2ncccn2)CC1 | 4 | /
NNC(=O)CNC(=O)c1cccc(Br)c1 | 4 | /
COCCCn1c(-c2ccco2)nc2ccccc2c1=O | 5 | -24
O=P(O)(O)CP(=O)(O)O | -14 | -8
[O-][n+]1onc2c3ccnnc3ccc21 | 14 | /
O=C(CN1CCOCC1)Nc1ccc(OCc2ccccc2)cc1 | 30 | -2
CO/N=C\CC(=O)Nc1ccc(F)cc1 | -2 | /
CC1(OC(=O)C2CCCC2)C(=O)C=C2C=C(c3ccsc3)N(CCc3c[nH]c4ccccc34)C=C2C1=O (centres undefined) | 6 | /
O=C(COc1ccc([N+](=O)[O-])cc1)N/N=C/c1ccccn1 | -7 | /
COC(=O)c1ccc(CSc2nnc3c(Cl)cc(Cl)cn23)o1 | -7 | -3
The results go on.
SMILES | RmlC RmlD mix | HIV RNase H inh
NC(=O)C1(NC(=O)[C@@H]2CC3(CC(c4cccc(NC(=O)[C@@H]5CCC(=O)N5)c4)=NO3)CN2C(=O)c2ccccc2)CC1 (some centres undefined) | -1 | /
CCOC(=O)CC1Sc2ccccc2NC1=O (centres undefined) | 12 | 43
CCO[C@@H]1OC(C(=O)N2CCN(Cc3ccccc3)CC2)=C[C@H](c2ccccc2)[C@H]1CCCO | -14 | /
COc1ccc(C2C(C(=O)O)CC(=O)N2C2CCCCC2)cc1 (centres undefined) | -4 | -1
N#Cc1ccc(CSc2nnc(-c3ccccn3)n2-c2ccccc2)cc1 | -10 | -41
CCn1c(=O)cc(OCC(=O)N2CCCC2)c2ccccc21 | -2 | -18
Cc1cc(C)c2nc(SC(C)C#N)cc(C)c2c1 (centres undefined) | -6 | /
CCC1CCCCN1C(=O)CSc1nnc(CNC(=O)c2ccco2)o1 (centres undefined) | 0 | -10
CCOC(=O)CSCC(NC(=O)OC(C)(C)C)C(=O)OCC (centres undefined) | 16 | /
Cc1ccc(C(=O)NCCN2C3=NC[C@@H](Cc4ccccc4)N3C[C@H]2Cc2ccc(O)cc2)cc1Br | -1 | /
CN(CCO)CC(O)Cn1cnc2c1c(=O)n(C)c(=O)n2C (centres undefined) (tested in a mixture with another compound) | -7 | -9
O=C(Nc1cccc(O)c1)c1cnn2cccnc12 | -11 | /
CCN(C(=O)Cc1c(C(=O)O)[nH]c2ccccc12)c1cc(OC)ccc1OC | -3 | -7
CC1CC(C)(C)N2C(=O)C3(Nc4ccccc4S3)c3cccc1c32 (centres undefined) | 3 | /
C/C(O)=C\c1nc(=O)c2c(C)cc(C)nc2n1-c1ccccc1 | -8 | -16
Clc1ccc(COn2nnc3ccccc32)c(Cl)c1 | -3 | -60
Cc1nc2ccccc2c(=O)n1CCCn1ccnc1 | -11 | -7
O=C(NC1CC1)C1=C[C@@H](C2CCCCC2)C[C@@H](OCCCCO)O1 | -10 | /
COc1ccccc1-n1c(SCC(=O)NC2CCCC2)nc2cccnc21 | -13 | 4
CNC(=O)COC(=O)c1cc2c(C)nn(-c3ccc(F)cc3)c2s1 | 16 | /
O=C1CN(C(=O)COC(=O)c2oc3ccccc3c2COc2ccccc2)c2ccccc2N1 | 72 | /

A few values from the entries so far.
Reading of `Nc1c(C(=O)Nc2ccc(Cl)cc2)oc2ccccc12` under RmlC RmlD mix: -4
Reading of `Cc1nc2ccccc2c(=O)n1CCCn1ccnc1` under RmlC RmlD mix: -11
